Glioma ERSR ind: qHTS for Inducers of the Endoplasmic Reticulum Stress Response (ERSR) in Human Glioma: qHTS; U87-MG GRP78 promoter luciferase reporter, 16 h; Potency, µM, for the others: top-dose activation, usual class: activators; AID 602332, 2012; 0.02% of 420,000 active; note: potency is the fitted concentration of half-maximal effect; series mostly up to about 76 µM; % of control where 0% means no effect; nearly all actives have a fitted effect of over 35% in size
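Stably transfected U87-MG human glioma cells carrying a GRP78-based luminescent sensor were seeded at 1000 cells/well, pin-dosed with compounds and incubated 16 h. Luciferase reagent was then added, and end-point luminescence was read after 10 min at room temperature.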
RXFP1 antagonist: qHTS Assay for Antagonists of the Relaxin Receptor RXFP1. Relaxin receptor 1 (Homo sapiens), Q9HBX9. HEK293-RXFP1, relaxin-stimulated cAMP HTRF, 30 min; active compounds read low. activity change, negative = inhibition, % at 57.5 µM. 0.59% of 350,000 active;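 active = activity change of -60% or lower, but not beyond a set lower limit; inconclusive = change between -60% and -40%, or beyond the set limit; inactive = change above -40%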; note: % is set by controls: 0 for no effect and ±100 for the full control effect
Target sequence (Q9HBX9 whole entry, looked up): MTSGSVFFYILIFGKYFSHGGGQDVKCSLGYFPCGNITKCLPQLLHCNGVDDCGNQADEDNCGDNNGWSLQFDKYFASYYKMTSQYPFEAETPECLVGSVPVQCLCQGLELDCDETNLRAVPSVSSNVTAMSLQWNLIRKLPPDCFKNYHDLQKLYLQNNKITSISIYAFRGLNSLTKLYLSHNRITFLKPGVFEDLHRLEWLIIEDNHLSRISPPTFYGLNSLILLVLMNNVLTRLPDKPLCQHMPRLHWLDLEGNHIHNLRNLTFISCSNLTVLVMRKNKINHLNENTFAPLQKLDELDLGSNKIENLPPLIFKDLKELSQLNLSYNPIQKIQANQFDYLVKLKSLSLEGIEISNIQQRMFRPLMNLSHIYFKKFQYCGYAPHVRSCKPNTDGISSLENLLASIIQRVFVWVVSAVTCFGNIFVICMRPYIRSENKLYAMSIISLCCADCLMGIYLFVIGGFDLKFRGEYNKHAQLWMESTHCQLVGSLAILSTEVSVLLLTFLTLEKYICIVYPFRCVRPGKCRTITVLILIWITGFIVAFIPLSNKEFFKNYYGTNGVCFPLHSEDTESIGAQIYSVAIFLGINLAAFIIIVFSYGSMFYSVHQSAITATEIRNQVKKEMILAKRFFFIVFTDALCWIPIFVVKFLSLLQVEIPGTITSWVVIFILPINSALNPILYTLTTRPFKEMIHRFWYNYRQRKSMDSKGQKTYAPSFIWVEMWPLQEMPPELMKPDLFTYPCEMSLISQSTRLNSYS
D1 potentiator: Potentiators of Human D1 Dopamine Receptor: qHTS; D(1A) dopamine receptor (Homo sapiens), P21728; HEK293 TREx D1 cells, calcium flux, dopamine EC20 potentiation; potentiation, % at 10 µM; 0.036% of 360,000 active; in the data active = potentiation above about 30%; note: 0% is about no effect
D1 antagonist: Antagonist of Human D 1 Dopamine Receptor: qHTS; D(1A) dopamine receptor (Homo sapiens), P21728; activity change, negative = inhibition, % at 10 µM; 3.2% of 360,000 active; HEK293 TREx D1 cells, calcium flux, dopamine EC80; active compounds read low; AID 504652, 2011; in the data active = activity change below about -30%; note: % is set by controls: 0 for no effect and ±100 for the full control effect
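Using tetracycline-induced force-coupled D1 Hek293 cells and a calcium dye, signals were followed for 180 s after compound, then for 180 s after EC80 dopamine, to detect inhibitors.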
Vif-APOBEC3G blk: qHTS for Inhibitors of Vif-A3G Interactions: qHTS | DNA dC->dU-editing enzyme APOBEC-3G (Homo sapiens), Q9HC16 | HeLa A3G-eYFP + Vif (tagged APOBEC3G with the HIV-1 protein that degrades it), YFP fluorescence, overnight | Potency, µM (titrated, usually from 46.1 µM), for the others: at the highest dose activity, negative = active, usual class: inhibitors | 0.076% of 410,000 active;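 note: potency is the fitted concentration of half-maximal effect; % is set by controls: 0 for no effect and ±100 for the full control effect; nearly all actives have a fitted effect of over 60% in size; hits raise eYFP signal because A3G escapes Vif-driven loss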
Target sequence (Q9HC16 whole entry, looked up): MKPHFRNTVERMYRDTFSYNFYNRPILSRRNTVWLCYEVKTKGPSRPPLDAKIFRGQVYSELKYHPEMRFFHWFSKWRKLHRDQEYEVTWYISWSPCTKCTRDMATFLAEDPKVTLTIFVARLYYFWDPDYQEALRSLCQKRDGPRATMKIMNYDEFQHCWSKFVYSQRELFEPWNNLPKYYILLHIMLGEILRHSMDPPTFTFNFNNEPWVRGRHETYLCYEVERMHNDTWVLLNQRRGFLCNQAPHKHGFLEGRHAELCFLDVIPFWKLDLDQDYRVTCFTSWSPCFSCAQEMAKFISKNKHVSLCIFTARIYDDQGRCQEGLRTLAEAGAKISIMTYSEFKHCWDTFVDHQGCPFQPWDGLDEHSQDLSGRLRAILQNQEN
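Read-out is eYFP fluorescence (Ex 488/Em 500-530) from Vif-expressing HeLa A3G-eYFP cells; more signal means A3G escaped Vif-mediated degradation. Cells plated overnight, compound pinned in, incubated overnight at 37 deg C.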
D1 ag: Allosteric Agonists of the Human D1 Dopamine Receptor: qHTS; HEK293 T-REx D1 cells, calcium flux, agonist mode; activation, % at 2 µM; 1% of 360,000 active; in the data active = activation above about 30%; note: 0% is about no effect
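Tetracycline-induced HEK293 TREx D1 cells, force-coupled to calcium signalling, were dye-loaded with a no-wash calcium kit. Compound was pin-added after a 10 s baseline. Fluorescence was read kinetically at 1 cycle/s for 180 s, with calcium rises flagged as agonism.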
RXFP1 agonist: qHTS Assay for Agonists of the Relaxin Receptor RXFP1 | Relaxin receptor 1 (Homo sapiens), Q9HBX9 | HEK293T-RXFP1 cAMP TR-FRET, 30 min; response scale: percent of porcine relaxin response, buffer zero | Potency, µM (top dose mostly 57.5 µM), for the others: at the highest dose activation, usual class: activators | 0.3% of 370,000 active | AID 2676, 2010; note: potency is the fitted concentration of half-maximal effect; % is set by controls: 0 for no effect and ±100 for the full control effect; nearly all actives have a fitted effect of over 60% in size; many of its hits are not listed in these tables
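HEK293T cells stably expressing RXFP1 were pretreated with the PDE4 inhibitor Ro 20174, exposed to compounds for 30 min at 37C, lysed, and cAMP was read by TR-FRET. Data normalized to buffer (basal) and 29 nM porcine relaxin (100%).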
D2 PAM: HTS Assay for Positive Allosteric Modulators of the Human D2 Dopamine Receptor: Primary Screen for Potentiators; D(2) dopamine receptor (Homo sapiens), P14416; HEK293 T-REx D2, calcium flux, EC20 dopamine potentiation; potentiation, % at 10 µM; 0.34% of 340,000 active; AID 485347, 2010;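 active = potentiation over 3 SD above the plate norm, cut at about 30% in these data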; note: 0% is about no effect
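Using a no-wash calcium dye in inducible, force-coupled HEK293 Trex cells expressing D2, we tracked fluorescence each second for 180 s after compound, then for 180 s after EC20 dopamine to detect augmented signalling.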
Vif-A3F inh: qHTS for Inhibitors of Vif-A3F Interactions: qHTS. HeLa A3F-eYFP + Vif (tagged APOBEC3F with the HIV-1 protein that degrades it), YFP fluorescence increase. Potency, µM (titrated, usually from 46.1 µM), for inactives: at the highest dose activity, negative = active. 0.2% of 390,000 active. AID 602313, 2012; note: potency is the fitted concentration of half-maximal effect; % of control where 0% means no effect; nearly all actives have a fitted effect of over 65% in size
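Fluorescence increase (Ex 488/Em 500-530) after overnight compound treatment at 37 deg C flags inhibition of Vif-driven A3F-eYFP loss in stable HeLa A3F-eYFP/Vif cells seeded overnight beforehand.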
Starred values were filed as active, the others as inactive; ? = inconclusive; . = no result given; [ ] = remark or other dose. Unless noted, calls come from the whole dose curve; as a rule, active = well fitted curve in the direction sought with a large enough effect; inconclusive = small, poorly fitted or top-dose-only effect, or another doubt; inactive = no such curve, though single readings can be large; an effect the other way counts as inactive or inconclusive. Only part of the results is shown (hit frequency here may not be typical).

SMILES	Glioma ERSR ind	RXFP1 antagonist	D1 potentiator	D1 antagonist	Vif-APOBEC3G blk	D1 ag	RXFP1 agonist	D2 PAM	Vif-A3F inh
CCC(C)C(NC(=O)C1CCC(C)CC1)C(=O)NC1CCN(Cc2ccccc2)CC1 (centres undefined)	.	.	-2.5	-1.5	.	2.2	-2.4%	-11.2	.
O=S1(=O)N=C(N2CCN(Cc3ccccc3)CC2)c2ccccc21	-4.6%	-2.2	-5.6	6.8	0.9%	1.1	0.4%	-0.8	3.0%
COc1ccc(NC2=CC(=O)N(C)C2=O)cc1	7.2%	3.3	-4.5	9.2	0.2%	2.4	-1.2%	-3.3	-1.0%
O=c1c2sc3ccccc3c2n(Cc2ccc(F)cc2)c(=O)n1Cc1ccco1	-1.9%	.	-0.1	28.6	2.8%	-0.3	8.2%	-2.2	3.8%
COc1ccc(-n2nc3c(c2NC(=O)C24CC5CC(CC(C5)C2)C4)CS(=O)C3)cc1 (centres undefined)	-3.9%	.	.	-5.7	0.3%	1.4	-0.4%	6.8	-4.7%
CCOC(=O)Nc1ccc(NC(=O)c2c(OC)cccc2OC)cc1	10.3%	-6.6	-0.1	0.9	0.0%	1.5	1.0%	4.3	-3.2%
COc1cc(CN2CCCC(N3CCN(c4ccccc4C)CC3)C2)cc(Cl)c1O (centres undefined)	-2.1%	-3.0	-0.6	32.5	3.2%	4.8	1.5%	6.8	5.1%
CC(=O)C(C(C)=O)C(c1ccccc1)c1nc2ccccc2[nH]c1=O (centres undefined)	-4.5%	-1.3	-1.6	-11.3	2.8%	1.8	3.2%	2.1	0.6%
CCOc1ccc(S(=O)(=O)N(CC(=O)N/N=C/c2ccc(-c3ccc([N+](=O)[O-])cc3)o2)c2ccccc2)cc1	-4.4%	?	8.2	-12.3	?	3.3	4.7%	11.9	5.7%
Cc1ccccc1CN1C(=O)c2ccccc2Sc2ccc(C(=O)NC3CCCCC3)cc21	-2.3%	-6.9	-5.1	-1.1	1.0%	3.1	1.7%	-9.7	-6.6%
CC(C)(C)C(=O)C[n+]1ccccc1	-2.0%	-4.6	1.0	-3.2	0.8%	-0.6	1.0%	0.5	3.5%
Cc1ccc(C)c(OCC(O)CN2CCC(Cc3ccccc3)CC2)c1 (centres undefined)	-2.9%	-69.6*	-18.4	-78.4*	-3.0%	47.4*	2.3%	0.3	-2.2%
O=C(N1CCOCC1)N1CCN(c2ccccc2F)CC1	2.5%	4.6	.	-2.6	-0.8%	4.3	-0.5%	5.8	-14.2%
Cn1cc(S(=O)(=O)N2CCN(Cc3ccccc3)CC2)c(=O)n(C)c1=O	-0.3%	3.0	-5.7	-9.9	0.0%	1.4	0.0%	-2.6	-3.9%
CCCOc1ccc(N2C(=O)CC(NCc3ccncc3)C2=O)cc1 (centres undefined)	-0.5%	5.4	1.4	-58.6*	2.6%	0.9	1.7%	-3.2	8.4%
Cc1ccc2c(=O)n3c(nc2c1)C(Cc1ccccc1)NC(=O)c1ccc(Cl)cc1-3 (centres undefined)	.	.	0.6	33.8	.	1.3	-2.9%	-2.6	.
COc1ccc(C(C)(C)C)cc1S(=O)(=O)N1CCC(C(N)=O)CC1	-3.5%	-3.3	0.1	-13.1	2.2%	0.9	1.3%	-4.4	-7.0%
O=C(CCC1CCCN(Cc2cccc(Cl)c2)C1)NCc1ccccc1F (centres undefined)	0.0%	0.6	-4.2	6.5	-4.1%	1.7	4.6%	11.0	1.7%
Cc1nc2ccccc2c2c(N)cccc12	-5.6%	6.4	.	.	5.7%	.	.	.	4.8%
Cc1[nH]c2ccc(C(=O)NCCCN3CCOCC3)cc2c1C	-4.3%	-8.0	-2.0	-10.5	-2.5%	6.3	-3.1%	1.6	-3.7%
CC(OC(=O)C1=COCCO1)C(=O)NC1CCCCC1C (centres undefined)	-3.2%	-5.4	3.0	-0.6	-1.0%	3.8	-1.8%	10.6	-5.9%
Nc1nonc1C(=O)NCCNCc1cccc(Cl)c1Cl	-1.2%	.	-3.9	1.9	-3.7%	-1.3	1.6%	-9.9	-9.1%
CCCCn1c(=O)[nH]c(=O)c2c1nc(CN1C(=O)c3ccccc3S1(=O)=O)n2CCC	-4.0%	-1.6	1.3	-0.2	3.8%	-0.9	3.5%	8.2	6.3%
Cc1ccc(C)c2c1cc(C)c1nnc(SCC(=O)Nc3cccc(C(=O)O)c3)n12	-2.2%	?	-3.1	-4.2	3.9%	1.3	-46.3%[inhibitor]	-2.1	7.4%
COc1nsnc1N1CCOCC1	0.6%	-9.5	3.2	9.8	-1.3%	0.9	-0.6%	4.4	7.7%
Cc1cc(C)cc(NC(=O)C2C3C=CC4(O3)C2C(=O)N(CCCN2CCCC2)C4C(=O)NC2CCCC(C)C2C)c1 (centres undefined)	0.6%	7.4	.	3.8	1.1%	-0.3	-1.2%	.	-10.0%
Cc1ccc(N(Cc2cccs2)C(=O)c2ccccc2)cc1	-0.8%	.	-1.1	-34.4*	-11.6%	1.4	-1.0%	10.2	5.2%
CCC1(C)NC(=O)N(CC(=O)NCC(=O)Nc2c(C)cc(C)cc2C)C1=O (centres undefined)	-2.9%	13.7	-2.8	24.5	0.0%	3.5	0.1%	15.7	15.1%
O=C(CSc1ncccn1)Nc1ccc(S(=O)(=O)N2CCCCC2)cc1	-4.8%	-3.1	-2.8	-5.2	1.0%	4.7	3.3%	9.3	5.1%
CC(C)(C)NC(=O)CN(Cc1ccc2c(c1)OCO2)C(=O)CNS(=O)(=O)c1ccccc1	-3.0%	11.8	-3.8	0.7	1.2%	0.7	1.7%	-0.7	-3.5%
CC(C)(C)N1C(=O)c2ccc(C(=O)Nc3ccc(C(=O)O)cc3)cc2C1=O	-1.7%	-3.0	-6.8	-5.2	0.7%	1.1	-2.3%	-1.2	-6.7%
COc1ccc(N2C(=O)CC(S/C(N)=N/N=C(\C)c3cccs3)C2=O)cc1 (centres undefined)	-0.3%	22.7	4.6	-2.1	-6.8%	1.2	1.2%	22.3	-13.0%
CC1CCCN(Cc2c(O)ccc3c4c(c(=O)oc23)CCCC4)C1 (centres undefined)	-5.3%	8.0	-0.6	7.1	0.9%	2.8	23.3%	-20.2	-0.5%
COCCN(C(=O)CSc1nnc(-c2ccccc2C)n1C)c1c(N)n(Cc2ccccc2)c(=O)[nH]c1=O	2.4%	1.7	-5.0	7.2	0.1%	0.9	2.5%	4.8	-2.1%
O=C(Nc1nc2ccccc2n1CCOc1ccc(Cl)cc1)c1ccco1	-4.7%	6.3	-1.8	-0.9	6.8%	4.3	1.2%	-14.8	-0.4%
CCN1CNC(=S)N(c2cccc(C)c2C)C1	-4.0%	19.4	3.4	0.9	0.0%	1.0	1.8%	14.6	5.4%

Sorted by count of non-hydrogen atoms (high to low): some entries from above.
SMILES	Glioma ERSR ind	RXFP1 antagonist	D1 potentiator	D1 antagonist	Vif-APOBEC3G blk	D1 ag	RXFP1 agonist	D2 PAM	Vif-A3F inh
CC(C)(C)NC(=O)CN(Cc1ccc2c(c1)OCO2)C(=O)CNS(=O)(=O)c1ccccc1	-3.0%	11.8	-3.8	0.7	1.2%	0.7	1.7%	-0.7	-3.5%
CC1CCCN(Cc2c(O)ccc3c4c(c(=O)oc23)CCCC4)C1 (centres undefined)	-5.3%	8.0	-0.6	7.1	0.9%	2.8	23.3%	-20.2	-0.5%
COc1nsnc1N1CCOCC1	0.6%	-9.5	3.2	9.8	-1.3%	0.9	-0.6%	4.4	7.7%

Further structures follow:
SMILES	Glioma ERSR ind	RXFP1 antagonist	D1 potentiator	D1 antagonist	Vif-APOBEC3G blk	D1 ag	RXFP1 agonist	D2 PAM	Vif-A3F inh
CCc1ccc2nc(NC(=O)C3CSC4(C)CCC(=O)N34)sc2c1 (centres undefined)	4.6%	-17.6	1.2	13.2	-18.7%	0.3	-0.2%	16.9	-8.4%
CC(C)(C)c1ccccc1OCCOCCNCc1ccccc1	-7.2%	-8.5	-1.2	-20.8	-8.2%	36.4*	-0.1%	-32.5	?
CCOc1cc(CNn2c(C)nnc2SCC(=O)NC(C)(C)C)ccc1OCC(=O)NC(C)(C)C	-1.2%	-5.2	-5.6	8.3	0.3%	2.7	0.8%	13.3	-2.9%
Cc1cccc(NC(=S)N(CCCN(C)C)Cc2cc3cc4c(cc3[nH]c2=O)OCO4)c1	-1.4%	6.9	-3.6	-7.1	1.4%	0.9	0.0%	-3.8	0.2%
O=C(c1ccccc1)N1CCN(C(=O)c2ccc3c(c2)OCO3)CC1	-2.0%	-5.2	-0.8	3.8	-0.2%	0.9	-4.4%	5.6	-6.4%
O=C(NCC1CCCO1)c1ccc(COc2ccccc2)cc1 (centres undefined)	-1.6%	3.5	-4.3	-2.5	-2.3%	0.3	3.5%	-2.8	-3.4%
O=C(CCC(=O)c1ccc(Oc2ccccc2)cc1)Nc1ccc(C(=O)O)cc1	1.1%	-7.2	-4.8	9.5	-2.8%	2.0	-0.9%	10.4	2.9%
COc1ccc(-c2csc(NC(=O)c3c(OC)cccc3OC)n2)cc1	-1.5%	-11.0	4.0	-2.3	-15.9%	-0.5	0.8%	11.3	-13.0%
CCc1nc2ccccc2n1CCc1ccccc1	-0.4%	2.6	-3.9	3.9	-0.6%	-0.4	0.1%	.	1.3%
CCOc1cc(C(c2c(C)[nH][nH]c2=O)c2c(C)[nH][nH]c2=O)cc(Cl)c1O	-1.2%	-1.5	-2.9	-6.2	-29.9%	3.7	-2.9%	7.3	-5.4%
COc1cccc(CN(C)CC(=O)Nc2cccc3ccccc23)c1	-3.3%	-13.8	0.4	20.1	-3.4%	-3.8	1.5%	-7.1	6.8%
Cc1ccccc1OCC(=O)N/N=C/c1ccco1	-4.1%	-1.2	0.9	-3.5	0.1%	-2.5	0.1%	-11.1	-1.6%
Cc1cc(C(=O)c2ccccc2)cc(C)c1O	1.9%	-33.2	.	.	-0.1%	.	.	.	2.5%

Source: PubChem (National Center for Advancing Translational Sciences (NCATS))
